A549 tox = kills or reduces viability of A549 cells in Nrf2 counter-screen. A549 ARE-Fluc cells, CellTiter-Fluor viability, 18-24 h. Potency, µM (doses to about 46 µM), without a hit: top-dose activity change, negative = cytotoxicity, most hits filed as inhibitors. actives 0.16% (n = 390,000). AID 504648; also: potency is read from the fitted curve at half-maximal effect; % is scaled to controls: 0 for no effect and ±100 for the full control effect
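A549 ARE-Fluc cells in 5% FBS OPTI-MEM, 5000 cells/well, rested 2 h then exposed to compounds in concentration-response for 18-24 h at 37 °C. Viability by CellTiter-Fluor fluorescence (Ex 405/Em 525) after 30 min; luciferase luminescence (BugLite, 15 min, RT) read afterwards.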
TGFb inhibitor = inhibitors of TGF-b signaling; Potency, µM (top dose mostly 46.1 µM), inactives show at the highest dose activity, negative = inhibition, actives largely listed as inhibitors; HepG2 CAGA-GFP TGF-b/SMAD3 reporter, GFP fluorescence, 18 h; TGF-beta stimulated, 500 pg/mL final; actives 1.2% (n = 410,000); also: potency is read from the fitted curve at half-maximal effect; % is scaled to controls: 0 for no effect and ±100 for the full control effect; nearly all actives have a fitted effect of over 65% in size
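GFP signal (ex488/em500-530) from TGF-beta-stimulated HEPG2 CAGA-GFP cells, 500 pg/mL final, 18 h at 37 degrees C in DMEM plus 1% FBS, normalized to unstimulated and DMSO-stimulated controls.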
Nrf2 block = Nrf2 pathway inhibition; A549 ARE-Fluc reporter, luciferase luminescence, 18-24 h; Potency, µM (titrated, usually from 46 µM), inactives show top-dose activity change, negative = inhibition, actives largely listed as inhibitors; actives 2.1% (n = 360,000); AID 504444; also: potency is read from the fitted curve at half-maximal effect; % is scaled to controls: 0 for no effect and ±100 for the full control effect; nearly all actives have a fitted effect of over 60% in size
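A549 ARE_Fluc cells, 5000/well, 5% FBS OPTI-MEM; compounds in dose-response, 18-24 h at 37 °C/5% CO2; CellTiter-Fluor viability read (Ex 405/Em 525), then BugLite luciferase luminescence = Nrf2 activity.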
pAkt inh = Akt phosphorylation inhibition; activity change, % for hits at 50 µM; Neuro2A IGF-stimulated pAkt S473 HTRF, 20 min; active compounds read low; actives 0.32% (n = 360,000); in the data active = activity change below about -80%; inconclusive = mostly about -51% to -80%; also: % is scaled to controls: 0 for no effect and ±100 for the full control effect
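Neuro2A cells (4,500/well, DMEM with 0.5% FBS) were treated with compound at a single 50 µM final concentration, stimulated with 6 nM IGF for 20 min at 37 °C, and lysed. Phospho-Akt Ser473 was read by HTRF as 665/615 ratio ×10^4.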
HepG2 viability = counter-screen for TGF-b inhibitors: cytotoxicity in HepG2 cells | HepG2 CAGA-GFP viability, ATP luminescence, 18 h | actives 0.76% (n = 410,000) | Potency, µM (highest dose often 46.1 µM), without a hit: at the highest dose activity change, negative = cytotoxicity, hits mostly cytotoxic | AID 588856; also: potency is read from the fitted curve at half-maximal effect; some results filed as inactive show a strong effect at the top dose
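HepG2 CAGA-GFP cells (1000/well, DMEM with 1% FBS) received compound, then TGF-beta at 500 pg/mL final, and were incubated 18 hours at 37 degrees C. Viability was read by CellTiter-Glo luminescence. Media-only wells were set as complete cell-killing and DMSO as no toxicity.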
Nrf2 activator = Nrf2 pathway activation; AREc32 ARE-luciferase reporter (MCF7-derived line), luminescence, 24 h; Potency, µM (series often up to 46.1 µM), for inactives: top-dose activation, actives largely listed as activators; AID 624171; actives 0.31% (n = 410,000); also: potency is read from the fitted curve at half-maximal effect; % of control where 0% means no effect; nearly all actives have a fitted effect of over 65% in size
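Reporter line AREc32 (ARE-Fluc), seeded overnight in OPTI-MEM with 5% FBS; compound pin-transferred, 24 hr at 37 deg C, 5% CO2; luminescent read-out.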
Abeta yeast res = A-beta toxicity reversal in yeast. yeast expressing A-beta42, growth rescue, OD600, 48 h; response scale: 0% DMSO, 100% iron-clioquinol control. Potency, µM (top dose mostly 46.1 µM), without a hit: at the top dose growth rescue, hits mostly activators. actives 0.063% (n = 410,000). AID 1347071; also: potency is read from the fitted curve at half-maximal effect; nearly all actives have a fitted effect of over 55% in size
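Growth rescue measured by 600 nm absorbance after 48 h yeast culture at 30 C with compound. Values normalized between DMSO and an equimolar ferric chloride plus clioquinol control.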
Mm-Cpn inhibitor = blocks the Methanococcus maripaludis chaperonin Mm-Cpn | purified Mm-Cpn ATPase, ADP Transcreener TR-FRET | Potency, µM (titrated, usually from 76.9 µM), for the others: at the top dose activity, negative = inhibition, actives largely listed as inhibitors | actives 0.031% (n = 330,000); also: potency is read from the fitted curve at half-maximal effect; % is scaled to controls: 0 for no effect and ±100 for the full control effect; nearly all actives have a fitted effect of over 80% in size
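Purified archaeal chaperonin (25 nM final) was preincubated with compound for 10 min at 37°C, then ATP (10 uM final) was added for 30 min at 37°C in Tris pH 7.4/KCl/MgCl2/DTT buffer. ADP was quantified by HTRF Transcreener TR-FRET.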
CCT chaperon mod = changes cytosolic chaperonin activity | purified chaperonin ATPase assay, HTRF ADP detection, 30 min | activity change, % (concentration not given with the values), hits read low | actives 0.3% (n = 360,000) | AID 651819; in the data active = activity change below about -30%; also: % is scaled to controls: 0 for no effect and ±100 for the full control effect
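Enzyme 40 or 20 nM (batch-dependent) in Tris pH 7.4/KCl/MgCl2/DTT; cpd 76 uM single point; ATP 10 uM; 30 min 37 °C; Transcreener ADP HTRF detection, 30 min RT; ratio 665/615.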
Active calls of the source: *; i = inactive; u = inconclusive; x = not tested or not shown; & = joins results of further samples; [ ] = remark or other dose. Unless noted, calls follow the shape of the dose curve; as a rule, active = well fitted curve in the direction sought with a large enough effect; inconclusive = small, poorly fitted or top-dose-only effect, or another doubt; inactive = no such curve, though single readings can be large; an effect the other way counts as inactive or inconclusive.

Order of results: A549 tox, TGFb inhibitor, Nrf2 block, pAkt inh, HepG2 viability, Nrf2 activator, Abeta yeast res, Mm-Cpn inhibitor, CCT chaperon mod
CS(=O)(=O)NCc1ccc(C(=O)O)cc1
→ 10%, 1%, -4%, i, 3%, -0.3%, -5%, 3%, -1.4
O=C(Nc1ccncc1)c1ccc(F)cc1
→ 7%, 8%, 9%, i, 3%, -1.0%, -26%, 2%, -1.3
CCC(NC(=O)c1cc(COc2ccc(F)c(F)c2)on1)c1ccncc1 (stereo not given)
→ 0%, -17%, u, i, -6%, 0.2%, -6%, -1%, 0.6
COc1nc(N/N=C/c2ccccc2F)nc(N2CCCCC2)n1
→ 3%, 14%, x, i, 0%, 1.5%, 1%, 1%, -1.5
CCOC(=O)CNC(=O)c1cccs1
→ 1%, 8%, -6%, i, 3%, -0.2%, 8%, 0%, -1.5
O=C(Nc1c(Cl)cccc1Cl)c1ccc(-c2ccccc2)cc1
→ -7%, -22%, 1%, i, 2%, -0.2%, -5%, -4%, 0.5
COc1cc2c(C(F)(F)F)c(-c3ccsc3)oc(=O)c2cc1OC
→ 8%, u, -3%, i, -22%, u, -23%, -9%, -1.8
Cc1sc(NC(=O)CN(Cc2ccc(F)cc2)C(=O)C(C)C)c(C(N)=O)c1C
→ -1%, u, u, i, -41%, -0.5%, 1%, 0%, -2.3
COc1cc(NS(=O)(=O)c2ccc(NS(=O)(=O)c3ccc(C)cc3)cc2)nc(OC)n1
→ -1%, 18%, -3%, i, 8%, 0.2%, -4%, -1%, -1.5
CCOC(=O)C(C)Oc1cccc2c(=O)n(CC(=O)N3CCCc4ccccc43)ccc12 (stereo not given)
→ 13%, 4%, 5%, i, -7%, -0.7%, -6%, 0%, -0.8
COc1ccccc1C(=O)NC(C)c1nc2ccccc2[nH]1 (stereo not given)
→ -4%, -10%, 4%, i, 3%, 0.6%, 0%, 1%, 0.2
COC(=O)c1ccc(CSc2nnc3c(n2)[nH]c2ccccc23)cc1
→ 5%, 11%, 1%, i, 35%, 0.1%, -2%, 0%, 0.7
CC(C)(C)n1nnnc1C(c1cccs1)N1CCN(C(=O)c2ccco2)CC1 (stereo not given)
→ 3%, 17%, -13%, i, -4%, 0.0%, 8%, 2%, 0.7
COc1cc(-c2nnc(NC(=O)CCS(=O)(=O)c3ccccc3)o2)cc(OC)c1OC
→ -26%, 11µM*, 4%, i, -40%, 11µM*, -23%, 1%, -4.0
Cn1c(=O)[nH]c(=O)c2c1nc(N1CCCC1)n2CCO
→ -6%, -4%, -13%, i, 0%, 0.3%[9.22 µM], -1%, -1%, 1.8
CN(CCc1ccccn1)C1CC(=O)N(c2ccc(Cl)cc2)C1=O (stereo not given)
→ -9%, -1%, x, i, 2%, 4.0%, -76%[inhibitor], 2%, -1.5
Cn1cnnc1SCC(=O)Nc1ccc2c(c1)CCC2
→ 1%, 12%, 5%, i, 2%, 2.8%, 21%, -2%, -4.5
COc1ccccc1NC(=O)CCS(=O)(=O)c1ccc2c(c1)NC(=O)C(C)S2 (stereo not given)
→ 1%, -10%, 3%, x, -1%, 0.4%, -6%, -3%, 0.2
C=CCN(CC=C)S(=O)(=O)c1ccc2nsnc2c1
→ 2%[1.84 µM], -2%, -7%, i, -8%, -0.6%, 3%, -1%, -1.0
CCC(=O)N1CCN=C1SCc1cccc(F)c1
→ 0%, 27%, -17%, i, 29%, -0.2%, x, -1%, -2.3
CCc1nc2ccc(C(=O)NCCN3CCNC3=O)cn2c1N(CC)CCOC
→ x, 5%, x, i, 22%, -1.2%[9.22 µM], 16%, x, -3.2
COC(=O)c1cc(OC)c(OC)cc1NC(=O)c1ccc2c(c1)CCN2S(C)(=O)=O
→ 5%, 5%, 20%, x, 2%, 2.1%, -11%, x, x
COC(=O)c1cc2oc3ccccc3c2n1Cc1cc(C)ccc1C
→ 4%, x, u, x, -15%, 7.2%, -17%, x, x
COc1ccc(C(=O)N(Cc2cc(OC)c(OC)c(OC)c2)c2ccccn2)cc1
→ -2%, -5%, u, x, -18%, 0.7%, -3%, x, x
CCC/C(=N\NC(=O)c1ccc(CSc2nncn2C)cc1)c1ccccc1
→ -1%, 1%, 2%, i, -15%, -0.6%, -2%, 1%, -0.9
OC(C#CCN1CCCCCC1)(c1ccccc1)c1cccnc1 (stereo not given)
→ 0%, -16%, 2%, i, 17%, 0.4%, 3%, -1%, 1.7
[O-]c1n[n+](-c2ccc(Cl)cc2Cl)cc2ccccc12
→ 10%, 13%, 1%, i, 4%, 2.0%, 4%, 2%, 0.5
COC(=O)c1ccc(NC(=O)COC(=O)c2cccc3c(=O)c(C)c(-c4ccccc4)oc23)cc1
→ -8%, 10%, -11%, i, 3%, -0.7%, -31%, -1%, -0.6
CCOc1cc(Br)cc(C(c2c(C(=O)O)[nH]c3ccccc23)c2c(C(=O)O)[nH]c3ccccc23)c1O
→ -4%, -23%, -18%, i, -3%, -0.2%, -7%, -1%, -0.8
O=C1OCc2cc(NC(=O)C3CCCCC3)ccc21
→ -3%, u, 10%, i, -6%, 0.4%, 11%, 2%, 1.0
COc1ccc(C(C(=O)NC2CCCC2)N(CCN(C)C)C(=O)c2snc(C(N)=O)c2N)cc1 (stereo not given)
→ 1%, -10%, 10%, i, -1%, -0.6%, 24%, -4%, -3.1
C=CCSc1nnc(-c2ccncc2)n1-c1ccc(OCC)cc1
→ 17%, -5%, 1%, i, -1%, 0.4%, 2%, 1%, 5.2
COc1ccc(NC(=O)CN2C(=O)CCc3cc(S(=O)(=O)N4CCOCC4)ccc32)c(OC)c1
→ -4%, u, x, x, -10%, 0.2%, -5%, x, x
N=c1sccn1CC(=O)Nc1ccccc1Sc1ccccc1
→ 0%, -5%, 13%, i, 4%, 0.6%, -5%, 1%, -1.8
Cc1ccc(NC(=O)/C(C#N)=C/c2ccc(Sc3nc(C)cc(C)n3)o2)cc1
→ -9%, 22%, 2%, i, 2%, 0.1%, 1%, 0%, -1.1
O=C(C1CCC(CNc2nc(=S)[nH]c3ccccc23)CC1)N1CCN(c2ccccn2)CC1 (stereo not given)
→ u, u, 16µM*, i, -20%, 0.3%, -7%, -2%, -1.4
COc1cc(CN2CCC(C(=O)NC3CCCC3)CC2)cc(Br)c1O
→ -2%, 22%, 14%, i, 9%, -0.8%, -5%, 0%, -0.8
CN(CCOc1ccc(Br)cc1)CC(O)COc1ccc(C#N)cc1 (stereo not given)
→ 6%, u, -30%, i, -40%, 6.4%, -18%, -1%, 0.3
O=C(CN1C(=O)c2cccc3cccc1c23)N1CCN(c2ccccc2)CC1
→ -3%, -21%, 3%, i, -4%, 0.1%, 9%, -3%, -5.4
Cc1cccc(Cn2c(SCCN3CCOCC3)nc3c2c(=O)n(C)c(=O)n3C)c1
→ 0%, -17%, 14%, i, -16%, 0.5%, 9%, 0%, 0.5
CC(C)(C)c1ccc(-n2ncc3c2CCCC3NC(=O)CN2CCCCC2=O)cc1 (stereo not given)
→ 2%, -2%, u, i, -17%, -0.4%, -46%[inhibitor], -1%, -3.1
CN(C(=O)CCS(=O)(=O)c1cc2c(cc1Cl)NC(=O)CO2)C1CCCCC1
→ 0%&0%, 2%&-7%, -7%&-17%, i, -8%&2%, 0.5%&-1.4%, 0%&-16%, 1%, -2.2
CCn1c(SCC(=O)N/N=C/c2c[nH]c3ccccc23)nnc1-c1ccc(C)cc1
→ 2%, -15%, -13%, i, -2%, -0.4%, -7%, -1%, -0.7
CCc1cccc(CC)c1NC(=O)CN1C(=O)C(=O)c2ccccc21
→ -2%, u, 2%, x, -40%, 3.0%, -4%, x, x
Cc1cc(OC(C)C(=O)Nc2sc3c(c2C(N)=O)CCCC3)ccc1Cl (stereo not given)
→ -2%, 8%, 17%, x, -2%, 0.2%, -4%, x, x
CN(C)c1ccc(C=C2C(=O)OC3(CCCC3)OC2=O)cc1
→ -7%, -13%, 4%, i, -10%, -0.4%, 4%, -3%, -0.3
CCOC(=O)N1C(=O)[C@@](c2ccc(Cl)cc2)(C(C)C)N1C(=O)OCC
→ -16%, u, u, i, 16µM*, 13%, -47%[inhibitor], 0%, 2.0
O=C(Oc1ccc2ccccc2c1Cl)N1CCCCCC1
→ -19%, -8%, u, i, -17%, -0.9%, 9%, 3%, 0.8
Cc1coc2c1c(C)cc1oc(=O)c(CC(=O)N[C@@H](CC(C)C)C(=O)O)c(C)c12
→ 1%, -20%, -12%, i, -4%, -0.5%, 4%, -5%, -1.9
CCOC(=O)c1nc2nc(-c3cccs3)cc(C(F)(F)F)n2n1
→ -2%, -1%, 9%, i, 5%, 2.7%, 1%, -3%, -1.7
O=C(CSC1=NNC(c2ccccn2)S1)Nc1ccccc1 (stereo not given)
→ -15%, u, u, i, 0%, 16%, u, -4%, 0.0
Cc1ccc(CCC(=O)Nc2ncc(Cc3cc(Cl)ccc3Cl)s2)o1
→ u, u, u, i, -42%, -1.3%, 14%, 1%, -0.5
